# High-throughput results as filed in PubChem BioAssay.
# Kir21 inh: inhibitors of mouse Kir2.1 inward-rectifier potassium channel. P35561. HEK293-Kir2.1, FluxOR thallium flux fluorescence; active compounds read low. B-score at 10 µM. 310,000 compounds, 0.85% hits;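 active = fluorescence ratio B-score at or below minus 3 SD of library scores, with starting-brightness B-score within 2 SD, cut at about -4.2 in these data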;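 also: channel flux triggered by added potassium and thallium sulfate stimulus; B-score of peak minus minimum fluorescence over baseline after thallium stimulus; more negative B-score means stronger Kir2.1 block with less thallium influx; some compounds called inactive have numbers as strong as hits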
# Target sequence (P35561 whole entry, looked up): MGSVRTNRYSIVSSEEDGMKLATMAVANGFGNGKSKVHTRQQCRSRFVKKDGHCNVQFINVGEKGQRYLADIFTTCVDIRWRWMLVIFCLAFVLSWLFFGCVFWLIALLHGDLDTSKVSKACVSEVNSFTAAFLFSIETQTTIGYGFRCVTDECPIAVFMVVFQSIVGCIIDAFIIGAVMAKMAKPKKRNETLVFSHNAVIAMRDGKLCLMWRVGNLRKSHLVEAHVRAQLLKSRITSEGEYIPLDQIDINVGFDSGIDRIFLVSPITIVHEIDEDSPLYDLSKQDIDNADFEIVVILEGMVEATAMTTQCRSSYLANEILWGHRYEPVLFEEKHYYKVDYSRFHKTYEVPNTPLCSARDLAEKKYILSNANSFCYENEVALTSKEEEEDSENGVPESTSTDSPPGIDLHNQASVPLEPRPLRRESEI
# CHT block: inhibits the human high affinity choline transporter; Q9GZV3; 310,000 compounds, 0.86% hits; CHT-expressing cells, membrane potential dye, choline response; active compounds read low; B-score at 10 µM;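 active = B-score over 3 SD under the library average, and starting fluorescence ratio not unusually high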;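 also: choline stimulus applied at its EC90 after an EC20 pre-addition; B-score computed on integrated fluorescence ratio after choline addition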
# Target sequence (Q9GZV3 whole entry, looked up): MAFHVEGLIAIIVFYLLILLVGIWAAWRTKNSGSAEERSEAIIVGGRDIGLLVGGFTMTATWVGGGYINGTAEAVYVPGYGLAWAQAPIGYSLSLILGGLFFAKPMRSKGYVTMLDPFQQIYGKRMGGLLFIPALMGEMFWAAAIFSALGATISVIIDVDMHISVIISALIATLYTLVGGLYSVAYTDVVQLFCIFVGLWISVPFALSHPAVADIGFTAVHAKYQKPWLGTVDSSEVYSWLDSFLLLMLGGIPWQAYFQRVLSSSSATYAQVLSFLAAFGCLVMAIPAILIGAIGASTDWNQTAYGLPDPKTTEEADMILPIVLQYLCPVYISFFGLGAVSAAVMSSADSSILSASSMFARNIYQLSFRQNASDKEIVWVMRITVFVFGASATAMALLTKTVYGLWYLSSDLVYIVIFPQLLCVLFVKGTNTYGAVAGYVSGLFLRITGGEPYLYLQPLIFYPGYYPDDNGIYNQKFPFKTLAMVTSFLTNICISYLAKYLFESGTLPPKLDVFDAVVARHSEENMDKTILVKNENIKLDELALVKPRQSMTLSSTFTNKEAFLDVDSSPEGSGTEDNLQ
# The depositor's hits bear a star; i = inactive; . = not tested or not shown.
Kir21 inh,CHT block,structure
-0.8,i,O=c1c2[nH]c3ccccc3c2ncn1C1CCCCC1
-1.23,i,CCOC(=O)c1sc(NNC(=O)c2ccc(F)cc2)nc1C
0.03,i,CCCCN(C(=O)NC(=O)C1=C(N2CCOCC2)/C(=C/c2ccccc2)CC1)S(C)(=O)=O
0.19,i,CC(=O)Nc1ccc(S(=O)(=O)N(C)CCOCc2ccccc2)cc1
-0.44,i,COc1cc(CC(=O)O)ccc1OCc1ccccc1
-0.55,i,O=C(NCCC1CCCCN1S(=O)(=O)c1ccc(F)cc1)C(=O)Nc1ccccc1F (stereo unspecified)
1.31,i,O=C(N/N=C/c1ccc([N+](=O)[O-])cc1)c1cc(-c2ccc3c(c2)OCO3)n[nH]1
0.67,i,O=C(CN1C(=O)C2CC=CCC2C1=O)Nc1nc2ccccc2s1 (stereo unspecified)
2.21,i,Cc1ccc(Cl)cc1N1CCN(S(=O)(=O)c2cn(C)cn2)CC1
0.59,i,COc1ccc(-c2cc(-c3ccccc3)c(C#N)c(S(C)(=O)=O)n2)cc1
0.73,i,CCN1c2ccccc2-c2nc3ccccc3n2C1c1cccnc1 (stereo unspecified)
-0.1,i,COc1cc2c(cc1NC(=O)COC(=O)C1CC(=O)N(Cc3ccco3)C1)oc1ccccc12 (stereo unspecified)
0.19,i,COc1cccc(CN2CC(C(=O)N(C)Cc3ccnc4ccccc34)CCC2=O)c1 (stereo unspecified)
-0.6,i,CCOC(=O)c1oc2ccccc2c1NC(=O)c1ccc(Cl)s1
0.68,i,CCOc1ccc(CCNC(=O)c2cccc(S(=O)(=O)N3CCCC3)c2)cc1OCC

# A different layout for part of the listing above.
COc1cc(CC(=O)O)ccc1OCc1ccccc1
  Kir21 inh: -0.44 | CHT block: i

O=C(NCCC1CCCCN1S(=O)(=O)c1ccc(F)cc1)C(=O)Nc1ccccc1F (stereo unspecified)
  Kir21 inh: -0.55 | CHT block: i

O=C(N/N=C/c1ccc([N+](=O)[O-])cc1)c1cc(-c2ccc3c(c2)OCO3)n[nH]1
  Kir21 inh: 1.31 | CHT block: i

O=C(CN1C(=O)C2CC=CCC2C1=O)Nc1nc2ccccc2s1 (stereo unspecified)
  Kir21 inh: 0.67 | CHT block: i

# The listing picks up with the five entries that preceded the break.
Kir21 inh,CHT block,structure
0.73,i,CCN1c2ccccc2-c2nc3ccccc3n2C1c1cccnc1 (stereo unspecified)
-0.1,i,COc1cc2c(cc1NC(=O)COC(=O)C1CC(=O)N(Cc3ccco3)C1)oc1ccccc12 (stereo unspecified)
0.19,i,COc1cccc(CN2CC(C(=O)N(C)Cc3ccnc4ccccc34)CCC2=O)c1 (stereo unspecified)
-0.6,i,CCOC(=O)c1oc2ccccc2c1NC(=O)c1ccc(Cl)s1
0.68,i,CCOc1ccc(CCNC(=O)c2cccc(S(=O)(=O)N3CCCC3)c2)cc1OCC
-0.37,i,O=C(O)CSc1ccc(NC(=O)Nc2ccccc2F)cc1
-0.35,i,COC(=O)C1CC(c2c(OC)cc(OC)cc2OC)=NO1 (stereo unspecified)
-0.05,i,COc1cc(NC(=O)CSc2nncn2C)c(C)cc1[N+](=O)[O-]
0.04,i,N#Cc1c(/N=C/c2ccccc2)oc(-c2ccccc2)c1-c1ccccc1
0.94,i,O=S(=O)(Nc1ccc(N2CCCCC2)cc1)c1ccc(F)cc1F
-0.92,i,CCCCNc1nc(N)ncc1[N+](=O)[O-]
1.6,i,COc1cccc(COC(=O)C2CCN(S(=O)(=O)c3ccc(C)cc3)CC2)c1OC
-0.14,i,O=C(COc1ccc(Cl)cc1)N(Cc1ccc(F)cc1)C1CCS(=O)(=O)C1 (stereo unspecified)
-0.19,i,CCCCCCCCN1C(=O)N(C)C(N(O)C(=O)NC)C1(C)C (stereo unspecified)
-1.37,i,CCO[C@H]1OC(C(=O)N2CCN(Cc3ccc4c(c3)OCO4)CC2)=C[C@@H](c2ccc3c(c2)OCO3)[C@@H]1CCCO
0.63,i,O=C(N/N=C/c1ccco1)C1COc2ccccc2O1 (stereo unspecified)
1.76,i,CC(OC(=O)Cc1coc2cc3c(cc12)CCC3)C(=O)NCc1ccc2c(c1)OCO2 (stereo unspecified)
-0.03,i,CC(C)(C)SCCNS(=O)(=O)c1ccc(Cl)cc1
-2,i,Cc1ccc(OCC(=O)Oc2c(C)cccc2C)cc1C
-0.53,i,CCC1=NN(C(=O)Cc2ccc([N+](=O)[O-])cc2)C(O)(c2ccc(Br)cc2)C1 (stereo unspecified)
-0.21,i,CN1C(C(=O)Nc2ncccn2)=C(O)c2ccccc2S1(=O)=O
0.13,i,O=S(=O)(Nc1cccc(-c2cn3cccnc3n2)c1)c1ccc(F)cc1
0.66,i,O=C(c1ccncc1)c1nccn1-c1ccccn1
1.2,i,COc1cccc(C(=O)Nc2nnc(S(=O)(=O)N(C)Cc3ccccc3)s2)c1
0.12,i,CCc1[nH]c(=O)c(C#N)c2c1CCCC2
0.18,i,COc1ccc(/C=N/NC(=O)c2ccc(CSc3nc(C)cc(C)n3)cc2)cc1O
-0.51,i,O=C(CCc1ccccc1)NNC(=O)CCc1ccccc1
1.24,i,Oc1ccccc1/C=N/Nc1nn[nH]n1
-2.64,i,Cc1ccc(CNC(=S)NC2CCC(C(C)(C)C)CC2)cc1 (stereo unspecified)
1.46,i,Cc1ccc(OCCCCCN2CCOCC2)cc1
-0.3,i,COCCN(C(=S)Nc1ccccc1C)C(C)c1ccco1 (stereo unspecified)
1.27,i,COC(=O)CNC(c1ccccc1)c1cc(Br)ccc1NS(=O)(=O)c1ccc(C)cc1 (stereo unspecified)
-0.37,i,CCOC(=O)N1CCN(C(=O)CNC(=O)Cc2ccc(Cl)cc2)CC1
-0.35,i,CCCCc1c(O)cc(C)[nH]c1=O
0.04,i,COc1cc(C2Nc3ccccc3C(=O)N2c2ccccc2)c(Br)cc1OCC(=O)O (stereo unspecified)
-1.5,i,Cc1cc2nc(-c3cccnc3SCC(=O)NC3CC3)[nH]c2cc1C
-0.65,i,Cc1ccc(OCCOC(=O)CN2C(=O)NC3(CCCC3)C2=O)cc1
-0.01,.,COc1ccc(/C=N/NC(=O)c2cccc(C(=O)N/N=C/c3ccc(OC)c(OC)c3)n2)cc1OC
1.03,i,COC(=O)C1CCCCN1C(=O)c1cc(COc2cccc3cnccc23)on1 (stereo unspecified)
0.77,i,CN1CCN(C(=O)CN(c2cc(C(F)(F)F)ccc2Cl)S(C)(=O)=O)CC1
-2.31,i,CCC/C(O)=C1\C(=O)CCCC1=NCCc1c(C)[nH]c2ccccc12
-0.83,i,Cc1ccccc1NC(=O)Cc1nc(COC(=O)c2ccc(Cl)c(S(N)(=O)=O)c2)cs1
0.05,i,O=C1CNc2ccc(C(=O)N3CCN(c4ccccn4)CC3)cc2N1
-0.07,i,O=C1CN(C(=O)N[C@@H](Cc2ccccc2)C(=O)N[C@H](Cc2ccccc2)C(=O)O)c2ccccc2N1
3.75,i,O=C(O)c1ccc(-c2nc(-c3ccccc3)c(-c3cccs3)[nH]2)cc1
-0.01,i,CCOC(=O)NCc1ccccc1
-0.94,i,COc1ccc(CCN=C(N)NS(=O)(=O)c2ccc(C)cc2)cc1
-4.45*,i,Cc1sc(NC(=O)CN2CCN(c3ccccn3)CC2)c(C#N)c1C
3.21,i,COc1cc(C(=O)N2C[C@H]3CC[C@H]2C3)ccc1OC1CCN(C(C)=O)CC1
0.05,i,COc1cc(NS(=O)(=O)c2cn(C)cn2)cc(OC)c1
-0.61,i,COc1ccc(OCC(=O)N2CCc3c([nH]c4ccccc34)C2c2ccccn2)cc1 (stereo unspecified)
0.08,i,Cc1ccn2cc(-c3cnoc3C)nc2c1
-0.23,i,CC(CN1CCCCC1)OC(=O)CCc1ccccc1 (stereo unspecified)
-0.04,i,COc1ccc(/C=C2/SC(=O)N(CC(=O)Nc3cc(C)on3)C2=O)cc1OC
-0.02,i,Cc1cc(=O)oc(C)c1C(=O)Nc1cccnc1Cl
-2.8,i,Cc1c(C(=O)NCc2cccnc2)oc2ccc(S(=O)(=O)N3CCCC(C)C3)cc12 (stereo unspecified)
-0.77,i,COc1ccc(-c2oc3c4c(cc(OC)c3c(=O)c2CC=C(C)C)OC(C)(C)C=C4)c(OC)c1
0.3,i,Cc1ccc(N(CCCCN2C(=O)c3ccccc3C2=O)C(=O)c2cccs2)cc1
1.17,i,N#Cc1cccc(CSc2ncnc(N)n2)c1
0.92,i,CCS(=O)(=O)NCCc1csc(-c2cccnc2)n1
0.51,i,Cc1nn(-c2nnc(C)c(=O)[nH]2)c(C)c1SCC(=O)Nc1ccc(C(C)C)cc1
0.3,i,CCOC(=O)N1CCN(C(=O)CSc2nc(=O)n3ccc(C)cc3n2)CC1
-1.69,i,CCC(=O)N(CCC1(C(C)C)CCOC(C)(C)C1)C(C)c1cccs1 (stereo unspecified)
1.12,i,COc1ccc(-c2nc(SCC(=O)NCc3ccco3)c(-c3ccccc3)[nH]2)cc1OC
0.19,i,CCOC(=O)C1C(C(=O)OCC)C1(c1ccccc1)c1ccccc1 (stereo unspecified)

# By substructure: the compounds so far with a tert-butyl group.
Kir21 inh,CHT block,structure
-0.03,i,CC(C)(C)SCCNS(=O)(=O)c1ccc(Cl)cc1
-2.64,i,Cc1ccc(CNC(=S)NC2CCC(C(C)(C)C)CC2)cc1 (stereo unspecified)

# Additional compounds.
Kir21 inh,CHT block,structure
0.09,i,Cc1cc(C(=O)CSc2nnc(Nc3ccccc3)s2)c(C)n1CC1CCCO1 (stereo unspecified)
-1.39,i,Cc1cc(C)cc(SCc2noc(C(=O)NCCN(C)C)c2C(=O)NCCN(C)C)c1
0.4,i,COc1ccc(CCNC(=O)CS(=O)Cc2nc(-c3ccccc3F)oc2C)cc1OC (stereo unspecified)
1.57,i,O=C(CCCn1c(=O)[nH]c2cc(Cl)ccc2c1=O)NCCCN1CCCC1=O
0.02,i,COC(=O)CCCC1=CC2=CC(=O)C(C)(OC(=O)c3cccs3)C(=O)C2=CN1CCc1c[nH]c2ccccc12 (stereo unspecified)
-1.96,.,CC(=O)NC(CC(C)C)C(=O)NC(Cc1ccccc1)C(N)=O (stereo unspecified)
-1.02,i,O=C(O)CC(Sc1n[nH]c(=S)s1)C(=O)O (stereo unspecified)
1.54,i,O=C(c1ccccc1/S(=N/S(=O)(=O)c1ccccc1)N1CCOCC1)N1CCOCC1 (stereo unspecified)
0.02,i,CC(CSc1nnnn1-c1ccccc1)Cn1c(N2CCN(C)CC2)nc2c1c(=O)[nH]c(=O)n2C (stereo unspecified)
-0.19,i,O=C(O)c1ccc2noc(-c3ccccc3)c2c1
1.78,i,COCCN(C(=O)CNC(=O)c1ccco1)C(C(=O)NC1CCCC1)c1ccc(OC)cc1 (stereo unspecified)
1.38,i,C/C(=N\NC(=O)CNc1cccc(Cl)c1C)c1cccs1
-2.04,i,Cc1cccc(NS(=O)(=O)c2ccc(C(=O)NCC3CCCO3)cc2)c1C (stereo unspecified)
0.45,i,CC(=O)Nc1ccc(S(=O)(=O)N2CCCC2C(=O)Nc2ccc(F)cc2)cc1 (stereo unspecified)
0,i,Cc1cc2ncc(S(=O)(=O)c3ccccc3)c(N)n2n1
1.15,i,CC(=O)c1ccc2c(c1)OCCOCCOc1ccccc1OCCOCCO2
1.95,i,COCCNC(=O)c1cccc(Nc2nc(-c3ccccc3)c3cc(Cl)ccc3n2)c1
0.62,i,COC(=O)COc1ccc(S(=O)(=O)NCc2ccco2)cc1
0.02,i,Cc1ccc(C)n1-c1ccc(C(=O)N/N=C/c2ccncc2)cc1
.,i,CCOC(=O)c1c(NC(=S)Nc2ccc(Cl)cc2)sc2c1CCN(C)C2
-1.15,i,COc1ccc(C=O)cc1OS(=O)(=O)c1ccc(NC(C)=O)cc1
-2.86,i,CC(=O)N1CCN(C(=O)c2ccc3c(c2)S(=O)(=O)c2ccccc2C3=O)CC1
1.13,i,COCCCNC(=O)CN1C(=O)/C(=C\c2ccc(C)cc2)Sc2ccccc21
-0.26,i,CC(=O)n1c(C=Nc2ccc(Cl)cc2)c(O)c2ccccc21
-0.52,i,COc1ccc(C(=O)NC2CCCCCCC2)cc1OC
-0.14,i,CN(C)S(=O)(=O)c1cccc(NC(=O)CSc2nc3ccccc3n2-c2ccccc2)c1
0.05,i,CCCCNC(=O)n1c(=O)oc2ccc(Cl)cc21
0.13,i,O=C(Nc1cccc2ccccc12)/C(=C\c1cccc([N+](=O)[O-])c1)NC(=O)c1cccs1
0.93,i,CCC1C(=O)C(C)(C)C(=O)OC1c1ccc([N+](=O)[O-])cc1 (stereo unspecified)
-0.05,i,CCC(C)[C@H](NC(=O)NCCC1=CCCCC1)C(=O)OC (stereo partly specified)
0.64,i,O=C(NC1CSC/C1=N\O)c1ccccc1 (stereo unspecified)
-0.1,i,COc1ccc(N(C(C)C(=O)NCc2ccco2)S(C)(=O)=O)cc1 (stereo unspecified)
0.04,i,CCCCc1nc2cc(C(=O)N3CCCC3)ccc2o1
0.7,i,COc1ccc(-c2c(-c3cccc(C)c3)oc3ccc(-c4ccc5c(c4)OCO5)cc23)cn1
-2,i,O=c1c2cnn(-c3ccc(F)cc3)c2ncn1Cc1ccccc1
1.1,i,Cc1cc(C(=O)CSc2nnc(-c3ccccc3)n2Cc2ccc3c(c2)OCO3)c(C)n1C
-0.23,i,O=C(CSc1nnc(NC(=O)C2CC2)s1)Nc1ccc(F)cc1F
-0.6,i,COc1cc2c(cc1[N+](=O)[O-])n(C(C)C)c(=O)n2C(C)C
-0.51,i,COc1cc(NC(=O)CSc2nnc3ccc(-c4cccnc4)nn23)cc(OC)c1
2.33,i,Cc1ccccc1C(=O)NC1CCN(CC(=O)Nc2ccc(N(C)C)cc2)CC1
-0.55,.,Cc1ccccc1CCNC(=O)C1CCN(S(=O)(=O)c2ccc(-n3cnnn3)cc2)CC1
